Screening data deposited in PubChem by National Center for Advancing Translational Sciences (NCATS).
PTHR1 ag = agonists of human PTHR1 parathyroid hormone receptor. HEK293 GP2 PTHR1 cells, GloSensor cAMP luminescence, 1 h. Potency, µM (series often up to 115 µM), without a hit: top-dose activation, hits mostly activators. 410,000 tested, 0.075% active. AID 743266; further: potency means the concentration at half of the fitted maximal effect; nearly all actives have a fitted effect of over 55% in size; some results filed as inactive show a strong effect at the top dose; inactives centre near -15; many of its hits are not listed in these tables
Target sequence (Q03431 whole entry, looked up): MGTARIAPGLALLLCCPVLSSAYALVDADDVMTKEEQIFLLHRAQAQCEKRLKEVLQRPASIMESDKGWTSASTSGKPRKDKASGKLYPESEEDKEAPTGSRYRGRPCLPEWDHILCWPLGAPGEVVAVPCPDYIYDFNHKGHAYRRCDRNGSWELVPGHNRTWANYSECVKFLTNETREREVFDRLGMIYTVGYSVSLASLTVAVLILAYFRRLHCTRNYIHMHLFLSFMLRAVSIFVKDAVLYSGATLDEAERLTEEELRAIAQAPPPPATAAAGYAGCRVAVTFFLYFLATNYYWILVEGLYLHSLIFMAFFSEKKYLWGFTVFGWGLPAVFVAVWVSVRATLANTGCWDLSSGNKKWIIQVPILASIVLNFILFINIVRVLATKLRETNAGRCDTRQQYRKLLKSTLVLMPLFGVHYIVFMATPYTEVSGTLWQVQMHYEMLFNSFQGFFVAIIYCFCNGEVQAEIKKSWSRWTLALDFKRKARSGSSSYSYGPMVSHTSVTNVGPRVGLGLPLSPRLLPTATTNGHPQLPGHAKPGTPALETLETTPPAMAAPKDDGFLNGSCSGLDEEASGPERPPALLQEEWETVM
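HEK-293-derived GP2 cells expressing PTHR1 and a GloSensor cAMP reporter, 3,000/well, plated overnight, given luciferin plus IBMX (each 0.5 mM as added) for 1 h at 37 °C, then compound for 1 h at 37 °C. Luminescence was read after 15 min at room temperature.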
GLP-1R inv ag = acts as inverse agonist at human GLP-1 receptor. P43220. HEK293 GLP-1R CRE-luciferase, luminescence, 24 h; GLP-1R form is constitutively active. 410,000 tested, 1.6% active. Potency, µM (series often up to 38.3 µM), without a hit: at the highest dose activity change, negative = inhibition, hits mostly inhibitors; further: potency means the concentration at half of the fitted maximal effect; on the % scale 0 is the no-effect control and ±100 the full control effect; nearly all actives have a fitted effect of over 55% in size
Target sequence (P43220 whole entry, looked up): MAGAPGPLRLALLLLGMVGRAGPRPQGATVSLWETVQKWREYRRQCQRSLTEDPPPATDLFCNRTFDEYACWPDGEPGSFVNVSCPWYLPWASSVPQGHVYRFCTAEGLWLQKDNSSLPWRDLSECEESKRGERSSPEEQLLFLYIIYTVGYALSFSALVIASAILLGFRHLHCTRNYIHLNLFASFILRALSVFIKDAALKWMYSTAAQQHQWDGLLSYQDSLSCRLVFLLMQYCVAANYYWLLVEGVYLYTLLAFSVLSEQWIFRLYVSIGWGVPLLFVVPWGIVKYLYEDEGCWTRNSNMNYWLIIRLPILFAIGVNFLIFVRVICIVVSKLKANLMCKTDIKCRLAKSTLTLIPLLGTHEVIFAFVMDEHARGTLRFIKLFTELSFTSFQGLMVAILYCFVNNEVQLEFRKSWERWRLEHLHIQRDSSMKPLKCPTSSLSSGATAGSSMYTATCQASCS
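Cells are plated, allowed 12 hours at 37 deg C, then treated with compounds for 24 hr before luciferase detection reagent is added and luminescence is read after 12 min at room temperature. The HEK293 line carries constitutively active GLP-1R with a cAMP-responsive reporter.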
DRD3 antagonist = antagonists of human D3 dopamine receptor | D3R cells, DiscoveRx beta-arrestin luminescence, antagonist mode; stronger effect = lower value | max response, negative = inhibition, % | 360,000 tested, 2.5% active; in the data active means max response below about -50%; inconclusive means no clear call, values can overlap the other calls; further: on the % scale 0 is the no-effect control and ±100 the full control effect; mostly tested at two doses, the higher about 12 µM
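Cells plated overnight at 1500 cells/well, then exposed to library compounds with dopamine controls for 90 minutes at 37 degrees C. DiscoveRx reagent added for 30–60 minutes at room temperature; luminescence read, quantitative HTS format.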
HEK293 tox = cytotoxicity counter-screen for GLP-1 receptor inverse agonists; HEK293 cAMP-luciferase reporter cells, luminescence, 24 h; Potency, µM (series often up to 38.3 µM), for inactives: top-dose activity change, negative = inhibition, hits mostly inhibitors; 410,000 tested, 0.13% active; AID 624418;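 further: loss of luciferase light is scored as toxicity; potency means the concentration at half of the fitted maximal effect; on the % scale 0 is the no-effect control and ±100 the full control effect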
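Luminescence readout: signal drop marks cytotoxicity. Plated cells grew 12 h at 37 °C, 5% CO2, received 23 nL compound for 24 h, then got luciferase reagent, read after 12 min at RT.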
aSyn yeast inh = alpha-synuclein toxicity inhibition in yeast | Yeast expressing alpha-synuclein, growth rescue, BacTiter-Glo, 24 h | Potency, µM (series often up to 46.1 µM), inactives show at the highest dose growth rescue (activation), usual class: activators | 370,000 tested, 0.14% active | AID 652106; further: potency means the concentration at half of the fitted maximal effect; % of control where 0% means no effect; nearly all actives have a fitted effect of over 65% in size
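Rescue of yeast growth: cells expressing toxic alpha-synuclein, induced in galactose at OD600 0.02, incubated with compound 24 h at 30 C. ATP luminescence quantified growth; inhibitors of toxicity appear as activators.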
KB-V1 cytotox = KB-V1 MDR subline cytotoxicity. KB-V1 MDR cells viability, CellTiter-Glo, 72 h. Potency, µM (highest dose often 46.1 µM), inactives show at the top dose activity change, negative = cytotoxicity, usual class: cytotoxic. 400,000 tested, 3.4% active. AID 1347076; further: potency means the concentration at half of the fitted maximal effect; on the % scale 0 is the no-effect control and ±100 the full control effect; nearly all actives have a fitted effect of over 60% in size
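qHTS viability screen in drug-selected KB-V1 MDR cells: 72 h compound treatment at 37 degrees C, ATP luminescence end point.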
D3 ag = D3 dopamine receptor (human) agonism; P35462; D3R DiscoveRx beta-arrestin cells, luminescence, 90 min; max activation, %; 410,000 tested, 0.58% active; in the data active means max activation above about 30%; further: 0% is about no effect; mostly tested at two doses, the higher about 12 µM
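Agonist-mode cell screen: cells plated at 1500/well and incubated overnight at 37 °C, then exposed to library compounds for 90 min at 37 °C. Detection reagent was added for 30–60 min at room temperature, and luminescence was read.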
GLP1R ag = activates the human GLP-1 receptor; P43220; HEK293 GLP-1R CRE-luciferase, luminescence, 4-6 h; cells express a hypersensitive GLP-1R form; Potency, µM (doses to about 45.6 µM), for the others: at the highest dose activation, hits mostly activators; 380,000 tested, 0.007% active; AID 624172; further: potency means the concentration at half of the fitted maximal effect; % of control where 0% means no effect
TDP43 rescue = TDP-43 toxicity inhibition in yeast; Potency, µM (titrated, usually from 46.1 µM), without a hit: top-dose growth rescue (activation), most hits filed as activators; TDP-43 expressing yeast growth rescue, BacTiter-Glo, 24 h; AID 652104; 410,000 tested, 1.8% active; further: potency means the concentration at half of the fitted maximal effect; % of control where 0% means no effect; nearly all actives have a fitted effect of over 50% in size
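Yeast expressing TDP-43 (pregrown in raffinose, seeded at OD600=0.02 in galactose medium) exposed to compounds 24 hr at 30 deg C. Growth read by BacTiter-Glo luminescence; rescue of toxicity appears as increased signal.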
An asterisk follows results filed as active; & = joins results of further samples; [ ] = remark or other dose. Unless noted, the call rests on the fitted dose curve; in most records, active means well fitted curve in the direction sought with a large enough effect; inconclusive means small, poorly fitted or top-dose-only effect, or another doubt; inactive means no such curve, though single readings can be large; an effect the other way counts as inactive or inconclusive.

Screening Cc1cccc(C)c1OCC(=O)OCC(=O)Nc1ccc(Cl)cn1 returned PTHR1 ag inactive, GLP-1R inv ag 8%, DRD3 antagonist -3, HEK293 tox -4%, aSyn yeast inh 1%, D3 ag 3, GLP1R ag -33% and TDP43 rescue 22%.
For CCCCN1C=C(C(=O)OC)C(c2ccccc2C(F)(F)F)C(C(=O)OC)=C1 the results were PTHR1 ag inactive, GLP-1R inv ag -19%, DRD3 antagonist -3, HEK293 tox 30%[activator], aSyn yeast inh -3%, KB-V1 cytotox -2%, D3 ag -1, GLP1R ag -4% and TDP43 rescue 2%.
Screening Cc1cc(C)cc(C(=O)O/N=C(\N)c2ccc(Br)cc2)c1 returned PTHR1 ag -13%, GLP-1R inv ag 0%, DRD3 antagonist -15, HEK293 tox -22%, aSyn yeast inh 1%, KB-V1 cytotox 4%, D3 ag 5, GLP1R ag inconclusive and TDP43 rescue 35µM*.
O=C(NC(=S)Nc1ccc(CN2CCOCC2)cc1)c1ccco1 was read as PTHR1 ag inactive, GLP-1R inv ag 3%, DRD3 antagonist 7, HEK293 tox 12%, aSyn yeast inh 0%, KB-V1 cytotox -25%, D3 ag 14, GLP1R ag 11% and TDP43 rescue 15%.
CCNC(=O)NC(=O)COC(=O)CCCSc1nc2ccccc2[nH]1 was read as PTHR1 ag -18%, GLP-1R inv ag 18%, DRD3 antagonist 5, HEK293 tox -11%, aSyn yeast inh -15%, KB-V1 cytotox 0%, D3 ag 10, GLP1R ag -2% and TDP43 rescue 10%.
Screening O=c1[nH]c2ccccc2c2nc(-c3cccc(S(=O)(=O)N4CCCC4)c3)nn12 returned PTHR1 ag -8%, GLP-1R inv ag 69%[activator], DRD3 antagonist 3, HEK293 tox -3%, aSyn yeast inh 1%, KB-V1 cytotox -23%, D3 ag -6, GLP1R ag 9% and TDP43 rescue 0%.
COCCN(C(=O)c1ccc(COc2ccccc2)o1)c1c(N)n(CC(C)C)c(=O)[nH]c1=O was read as PTHR1 ag inactive, GLP-1R inv ag 11%, DRD3 antagonist -9, HEK293 tox -4%, aSyn yeast inh -9%, KB-V1 cytotox -3%, D3 ag 4, GLP1R ag -17% and TDP43 rescue 4%.
For COc1cccc(NC(=O)CSc2c3c(nc4ccccc24)CCCC3)c1 the results were PTHR1 ag -16%&-21%, GLP-1R inv ag inconclusive, DRD3 antagonist -26, HEK293 tox inconclusive, aSyn yeast inh 9%, KB-V1 cytotox 28%&-25%, D3 ag -4&4, GLP1R ag -3% and TDP43 rescue 1%&7%.
Screening COc1cccc(C(=O)NCc2ccc3c(c2)OCO3)c1 returned PTHR1 ag -22%, GLP-1R inv ag 11%, DRD3 antagonist 5, HEK293 tox -8%, aSyn yeast inh 8%, KB-V1 cytotox 18%, D3 ag 4, GLP1R ag -4% and TDP43 rescue 12%.
For COc1ccc(NS(=O)(=O)c2cccc3ccccc23)cc1 the results were PTHR1 ag -40%[inhibitor], GLP-1R inv ag inconclusive, DRD3 antagonist 14, HEK293 tox inconclusive, aSyn yeast inh inconclusive, KB-V1 cytotox inconclusive, D3 ag 7, GLP1R ag 24% and TDP43 rescue 11µM*.
`CC(NC(=O)CSC1=NCCS1)c1ccccc1` (stereo not drawn) gave PTHR1 ag -15%, GLP-1R inv ag 6%, DRD3 antagonist -13, HEK293 tox -7%, aSyn yeast inh -4%, KB-V1 cytotox -7%, D3 ag 2, GLP1R ag 1% and TDP43 rescue 19%.
`COc1ccc(C)cc1S(=O)(=O)N(C)CC(=O)NC1CCCC1` gave PTHR1 ag inactive, GLP-1R inv ag -5%, DRD3 antagonist -11, HEK293 tox 4%, aSyn yeast inh 0%, KB-V1 cytotox 12µM*, D3 ag -10, GLP1R ag 5% and TDP43 rescue -9%.
Screening COC(=O)[C@]12CCCCC=C1N(Cc1ccc(Cl)cc1Cl)C(=O)[C@H](CC(=O)NCC13CC4CC(CC(C4)C1)C3)C2 returned PTHR1 ag -10%, GLP-1R inv ag 11%, DRD3 antagonist -23, HEK293 tox -3%, aSyn yeast inh -6%, KB-V1 cytotox 0%, D3 ag -5, GLP1R ag -1% and TDP43 rescue 21%.
`O=C(Nc1ccc(Cl)cc1)c1csc([C@H]2C[C@H](O)[C@@H](CO)O2)n1` gave PTHR1 ag -73%[inhibitor], GLP-1R inv ag -18%, DRD3 antagonist 0, HEK293 tox 1%, aSyn yeast inh -4%, KB-V1 cytotox -8%, D3 ag -11, GLP1R ag -5% and TDP43 rescue -12%.
COc1ccc(Cn2ccnc2SCC(=O)Nc2ccc(F)cc2F)cc1 was read as PTHR1 ag -20%, GLP-1R inv ag inconclusive, DRD3 antagonist -18, HEK293 tox 2%, aSyn yeast inh -2%, KB-V1 cytotox inconclusive, D3 ag -4, GLP1R ag 9% and TDP43 rescue 13%.
`O=C(CC1NCCNC1=O)OCc1ccccc1` (stereo not drawn) gave PTHR1 ag 22%, GLP-1R inv ag 3%, DRD3 antagonist -25, HEK293 tox 70%[activator], aSyn yeast inh 2%, KB-V1 cytotox 0%, D3 ag 3, GLP1R ag -5% and TDP43 rescue 8%.
For Cc1c(C(=O)NCc2ccc3c(c2)OCO3)oc2ccc(S(=O)(=O)N3CCC(C)CC3)cc12 the results were PTHR1 ag inactive, GLP-1R inv ag 0%, DRD3 antagonist 7, HEK293 tox -13%, aSyn yeast inh 12%, KB-V1 cytotox -11%, D3 ag -8, GLP1R ag 0% and TDP43 rescue 9%.
For O=C(NC1CCCc2ccccc21)c1cc(S(=O)(=O)N2CCOCC2)ccc1F (stereo not drawn) the results were PTHR1 ag -5%, GLP-1R inv ag -21%, DRD3 antagonist -8, HEK293 tox 7%, aSyn yeast inh -9%, KB-V1 cytotox 7%, D3 ag -2, GLP1R ag -5% and TDP43 rescue -10%.
COc1ccc(-c2cc(C#N)nc(Oc3ccc(Cl)cc3)n2)cc1 was read as PTHR1 ag -12%, GLP-1R inv ag -26%, DRD3 antagonist 6, HEK293 tox 2%, aSyn yeast inh 4%, KB-V1 cytotox 5%, D3 ag 4, GLP1R ag 1% and TDP43 rescue 0%.
COc1ccc(COC(=O)c2c(C)nn(-c3ccccc3)c2Cl)cc1 was read as PTHR1 ag -83%[inhibitor], GLP-1R inv ag inconclusive, DRD3 antagonist 17, HEK293 tox 17%, aSyn yeast inh -2%, KB-V1 cytotox -56%, D3 ag 6, GLP1R ag 20% and TDP43 rescue 1%.
For O=C(O)C1C2C=CC(C2)C1C(=O)NCCCN1CCCC1=O (stereo not drawn) the results were PTHR1 ag -22%, GLP-1R inv ag 3%, DRD3 antagonist 0, HEK293 tox 6%, aSyn yeast inh -4%, KB-V1 cytotox inconclusive, D3 ag 2, GLP1R ag 3% and TDP43 rescue 2%.
COc1ccc(-c2nc3c(C(=O)NCCN(C)C)cccc3c3ccccc23)cc1 was read as PTHR1 ag inactive, GLP-1R inv ag 10µM*, DRD3 antagonist -27, HEK293 tox inconclusive, aSyn yeast inh -9%, KB-V1 cytotox 2.3µM*, D3 ag -24, GLP1R ag -23% and TDP43 rescue -8%.
Screening COc1ccc(CCN(C)C(=O)CSc2nnc(C3CC3)n2N)cc1OC returned PTHR1 ag -25%, GLP-1R inv ag 42%[activator], DRD3 antagonist 2, HEK293 tox -1%, aSyn yeast inh 0%, KB-V1 cytotox 2%, D3 ag -10, GLP1R ag 8% and TDP43 rescue 10%.
Screening Cc1nnc(SCC(=O)NC(=O)Nc2ccc3c(c2)OCCO3)n1N returned PTHR1 ag -30%[inhibitor], GLP-1R inv ag 12%, DRD3 antagonist 7, HEK293 tox 4%, aSyn yeast inh 1%, KB-V1 cytotox 0%, D3 ag 2, GLP1R ag 2% and TDP43 rescue 11%.
COc1cc(CCCN2C(=S)NC[C@@H]2CC2CCCCC2)cc(OC)c1OC was read as PTHR1 ag -94%, GLP-1R inv ag -17%, DRD3 antagonist 41, HEK293 tox 3%, aSyn yeast inh 1%, KB-V1 cytotox 2%, D3 ag 2, GLP1R ag 4% and TDP43 rescue 9%.
`CC(NC(=O)C(NC(=O)C(Cc1c[nH]c2ccccc12)NC(=O)OC(C)(C)C)C(C)C)C(N)=O` (stereo not drawn) gave PTHR1 ag inactive, GLP-1R inv ag -3%, DRD3 antagonist 13, HEK293 tox -1%, aSyn yeast inh 0%, KB-V1 cytotox -10%, D3 ag 0, GLP1R ag 2% and TDP43 rescue -19%.
For Cc1ccc(/C(C#N)=C\c2ccc(N3CCOCC3)o2)cc1 the results were PTHR1 ag -8%[57.5 µM], GLP-1R inv ag 138%[activator], DRD3 antagonist -65*, HEK293 tox 14%, aSyn yeast inh -14%, KB-V1 cytotox 1%, D3 ag -27, GLP1R ag -6% and TDP43 rescue 5%.
For O=c1c(=O)n(-c2ccccc2)ccn1Cc1c(F)cccc1Cl the results were PTHR1 ag 18%, GLP-1R inv ag 2%, HEK293 tox 5%, D3 ag 1 and TDP43 rescue 11%.

Some of these compounds in order of SMILES length, low to high.
For Cc1ccc(/C(C#N)=C\c2ccc(N3CCOCC3)o2)cc1 the results were PTHR1 ag -8%[57.5 µM], GLP-1R inv ag 138%[activator], DRD3 antagonist -65*, HEK293 tox 14%, aSyn yeast inh -14%, KB-V1 cytotox 1%, D3 ag -27, GLP1R ag -6% and TDP43 rescue 5%.
For O=c1c(=O)n(-c2ccccc2)ccn1Cc1c(F)cccc1Cl the results were PTHR1 ag 18%, GLP-1R inv ag 2%, HEK293 tox 5%, D3 ag 1 and TDP43 rescue 11%.
`CC(NC(=O)C(NC(=O)C(Cc1c[nH]c2ccccc12)NC(=O)OC(C)(C)C)C(C)C)C(N)=O` (stereo not drawn) gave PTHR1 ag inactive, GLP-1R inv ag -3%, DRD3 antagonist 13, HEK293 tox -1%, aSyn yeast inh 0%, KB-V1 cytotox -10%, D3 ag 0, GLP1R ag 2% and TDP43 rescue -19%.

These rows are one share of the data. The share of hits here may be higher or lower than overall.
